BoNT F protease = blocks Botulinum neurotoxin F light chain protease; inhibition, % at 10 µM; Multiplex microsphere protease cleavage assay, flow cytometry; 0.22% of 360,000 active; in the data active means inhibition above about 35%, passing the limit was not always enough; inconclusive means no clear call, values can overlap the other calls; further: plate controls were buffer without enzyme for full effect and enzyme alone for no effect
CCHFV vOTU inh = CCHFV vOTU protease inhibition | inhibition, % at 11.5 µM | 0.55% of 370,000 active | Pep-AMC fluorescence; further: 0% = vehicle wells with enzyme and 100% = no enzyme wells
PrPC TRFRET = reduces human prion protein on the cell surface | 0.43% of 370,000 active | P04156 | inhibition, % at 13.8 µM | AID 720596 | cell surface PrPC, TR-FRET read-out; in the data active means inhibition above about 24%; further: 0% = median of the test wells and 100% = reference compound wells
BoNT A protease = inhibitors of Botulinum neurotoxin A light chain protease. inhibition, % at 10 µM. AID 588499. multiplex microsphere protease substrate cleavage, flow cytometry. 0.17% of 360,000 active; in the data active means inhibition above about 30%; inconclusive means no clear call, values can overlap the other calls; further: plate controls were buffer without enzyme for full effect and enzyme alone for no effect
UGM FP inh = blocks M. tuberculosis UGM enzyme. P9WIQ1. purified UGM, fluorescence polarization probe displacement. inhibition, % at 10 µM. 0.06% of 320,000 active; in the data active means inhibition above about 10%, passing the limit was not always enough; inconclusive means no clear call, values can overlap the other calls
Target sequence (P9WIQ1 whole entry, looked up): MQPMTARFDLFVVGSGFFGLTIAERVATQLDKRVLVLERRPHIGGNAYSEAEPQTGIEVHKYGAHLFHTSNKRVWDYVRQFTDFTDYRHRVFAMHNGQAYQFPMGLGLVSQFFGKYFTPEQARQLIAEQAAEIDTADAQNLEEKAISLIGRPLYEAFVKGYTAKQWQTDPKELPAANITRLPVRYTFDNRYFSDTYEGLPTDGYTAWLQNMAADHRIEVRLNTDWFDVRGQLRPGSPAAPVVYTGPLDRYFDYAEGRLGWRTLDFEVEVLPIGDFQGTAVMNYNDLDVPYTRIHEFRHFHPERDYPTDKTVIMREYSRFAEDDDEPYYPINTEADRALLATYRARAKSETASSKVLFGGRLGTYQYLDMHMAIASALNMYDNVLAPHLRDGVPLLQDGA
FBA Mtb inh = inhibitors of M. tuberculosis fructose-bisphosphate aldolase. purified M. tuberculosis FBA, fluorescence read-out. 2.3% of 360,000 active. AID 588726. inhibition, % at 1 µM. P9WQA3; in the data active means inhibition above about 27%;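 further: 0% = vehicle and 100% = reference inhibitor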
Target sequence (P9WQA3 whole entry, looked up): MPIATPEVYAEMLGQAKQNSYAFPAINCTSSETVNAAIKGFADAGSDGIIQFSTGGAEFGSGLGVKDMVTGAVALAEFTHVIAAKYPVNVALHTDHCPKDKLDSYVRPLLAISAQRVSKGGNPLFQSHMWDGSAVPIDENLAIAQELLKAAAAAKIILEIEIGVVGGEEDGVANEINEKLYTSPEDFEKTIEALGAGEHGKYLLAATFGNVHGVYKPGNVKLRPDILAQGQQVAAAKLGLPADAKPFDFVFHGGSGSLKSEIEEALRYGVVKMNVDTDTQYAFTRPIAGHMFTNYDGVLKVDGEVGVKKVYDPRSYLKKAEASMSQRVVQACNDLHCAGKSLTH
FadD28 binding = M. tuberculosis FadD28 bisubstrate binding inhibition; FadD28 bisubstrate probe binding, fluorescence polarization; inhibition, % at 12.5 µM; 0.22% of 360,000 active; AID 588549; in the data active means inhibition above about 8.5%, passing the limit was not always enough; inconclusive means no clear call, values can overlap the other calls
Mtb BioA inh = BioA (M. tuberculosis) enzyme inhibition; purified M. tuberculosis BioA enzyme, plate reader; inhibition, % at 9.99 µM; 0.096% of 360,000 active; in the data active means inhibition above about 40%; inconclusive means no clear call, values can overlap the other calls
GDH-TPI counter = inhibits GDH-TPI coupling enzymes, artifact for Mtb FBA screen | GDH-TPI coupled enzyme counterscreen, NADH absorbance | inhibition, % at 4.8 µM | 1.2% of 360,000 active | AID 588335;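 further: 0% = DMSO wells and 100% = wells lacking the enzyme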
The depositor's hits bear a star; u = inconclusive; x = not tested or not shown. Unless noted, no stated cut-off is given here; in the data, active means inhibition above about 30%; inactive means the rest.

SMILES | BoNT F protease | CCHFV vOTU inh | PrPC TRFRET | BoNT A protease | UGM FP inh | FBA Mtb inh | FadD28 binding | Mtb BioA inh | GDH-TPI counter
COc1ccc(C(=C(CC(=O)O)C(=O)OC(C)(C)C)c2cc(OC)c(OC)c(OC)c2)cc1OC | 4 | -11 | -6 | -0.1 | x | -3 | -2.8 | x | 11
CCN(CC)C(=O)N(CC)Cc1ccccc1 | -2 | -1 | 8 | -0.5 | -0.9 | -1 | -1.1 | x | 3
CCN(C(=O)COC(=O)/C=C/c1cccc(Br)c1)C1CCS(=O)(=O)C1 (configuration not stated) | 4 | 22 | -4 | -1.1 | 2.9 | -2 | -2.4 | -0.1 | 5
CCCCN(C(=O)COC(=O)c1sccc1C)c1c(N)n(CCC)c(=O)[nH]c1=O | 5 | -1 | 11 | 0.0 | x | -2 | -3.0 | 0.5 | 0
CC1CN(C(=O)/C=C/c2ccc([N+](=O)[O-])s2)CC(C)O1 (configuration not stated) | 7 | 7 | -21 | 0.5 | 0.7 | -6 | -4.1 | x | 12
O=C(O)c1ccc(Nc2ccc3nonc3c2[N+](=O)[O-])cc1 | u | 9 | -74 | 1.2 | -1.8 | -11 | -4.2 | -0.1 | 13
COc1ccc(-c2nc(CS(=O)CC(=O)NCCCN3CCCC(C)C3)c(C)o2)cc1OC (configuration not stated) | 1 | -4 | 7 | -0.4 | 1.3 | 6 | -3.4 | 1.1 | -3
COc1cc(C(=O)OCCN2CCOCC2)ccc1O | 2 | 0 | 7 | 0.6 | -2.7 | 1 | -3.5 | -3.4 | 4
CC1(C(=O)NS(=O)(=O)c2ccc(Br)cc2)CCN1C(=O)Cc1cccs1 (configuration not stated) | -6 | 0 | -3 | -0.8 | x | 0 | -11 | 0.6 | 0
Cc1onc(-c2ccccc2Cl)c1C(=O)N1CCN(c2ccc(F)cc2)CC1 | -2 | -5 | -2 | -0.5 | 4.9 | -3 | x | 3.1 | -3
CCCCN(C(=O)c1ccc(N2CCCC2=O)cc1)c1c(N)n(CCC)c(=O)[nH]c1=O | 4 | -9 | 4 | -0.7 | -2.0 | -3 | -2.1 | -1.1 | 3
COc1ccccc1CNC(=O)C1CCCCN1S(=O)(=O)c1ccccc1 (configuration not stated) | -10 | 12 | -3 | -3.7 | -2.1 | 0 | -1.6 | -1.6 | 1
CC(=O)N1CCN(c2ccccc2NC(=S)NC(=O)c2cc3ccccc3o2)CC1 | 3 | 2 | 0 | 0.5 | -1.9 | -2 | -4.4 | -4.2 | 14
Cn1c(NCc2cccnc2)nc2cc(-c3ccc(C(=O)N4CCOCC4)cc3)sc2c1=O | 1 | 0 | -36 | 0.3 | x | 12 | -2.7 | -0.4 | 20
Cc1ccc(S(=O)(=O)N2CCC(C(=O)N[C@@H](C)C(=O)NCC3CCCO3)CC2)cc1 (some centres not stated) | -2 | 1 | -4 | -0.3 | 3.0 | -1 | -0.9 | -2.4 | -1
CCc1ccc(/C=C2\SC(=S)N(CCCC(=O)N3CCCC3)C2=O)cc1 | 0 | -2 | -2 | 0.7 | x | -2 | 0.2 | x | 8
COc1ccc(CCn2cnc(=O)c(C#N)c2C)cc1OC | 0 | 11 | -5 | -0.4 | 0.9 | 6 | 1.0 | x | 2
CN(C)S(=O)(=O)N(CC(=O)N(Cc1ccccc1)Cc1ccccc1)c1ccccc1 | 0 | -11 | -3 | 0.0 | 4.4 | -2 | -2.2 | -3.8 | -1
COC(=O)C(C#N)C(=C1C(=O)CC(C)(C)CC1=O)c1ccc(O)cc1 (configuration not stated) | -2 | -3 | 0 | -1.0 | 1.4 | 3 | -0.3 | x | -10
COc1ccc(C(=O)N2CC(c3ccc(Cl)cc3)CC2=O)cc1 (configuration not stated) | x | -4 | -5 | x | -1.6 | 2 | -2.3 | -0.7 | 2
C(#CC12CC3CC(CC(C3)C1)C2)CN1CCOCC1 | -4 | -1 | -1 | -0.9 | -0.2 | 3 | -3.9 | x | -6
O=C(NCc1n[nH]c(=S)n1-c1ccc(Br)cc1)c1cccs1 | -2 | 4 | -8 | -0.2 | 0.6 | 3 | 0.2 | x | 0
O=c1[nH]nc(Cc2ccccc2)c2ccccc12 | -16 | -5 | 3 | -0.1 | -2.3 | 3 | -2.9 | 0.5 | 1
CCN(CC)c1ccc(/C=C(\C#N)C(N)=S)cc1 | -5 | 15 | -9 | 27 | 5.2 | -23 | 0.3 | x | 15
COc1ccc(CCNS(=O)(=O)c2cn(C)nc2C)cc1OC | -9 | 1 | 6 | -0.7 | 2.6 | 2 | -1.9 | 1.0 | 9
O=C(Cc1cc2ccccc2o1)NCc1ccc(F)cc1 | 1 | 2 | 7 | -0.3 | 1.1 | 1 | 0.7 | -5.9 | -4
O=c1[nH]c2c(c(=O)[nH]1)CCC2 | -3 | 10 | -2 | -0.3 | 0.1 | 1 | -1.7 | -1.8 | -2
CN1C(=O)C2(OCCCO2)c2cc(Cl)ccc21 | 32 | 0 | -6 | -0.2 | -0.5 | 2 | -1.9 | -0.9 | 1
Cc1cccc(NC(=O)c2n[nH]c([N+](=O)[O-])c2Br)c1C | -1 | 7 | -1 | -0.1 | -1.8 | -1 | 0.3 | -0.8 | 12
Cc1noc(C)c1CSc1ccccc1C(=O)N1CCN(c2ccccc2)CC1 | 13 | 9 | 5 | 2.1 | -2.0 | 1 | 2.0 | -1.1 | 3
CC(=O)c1ccc(S(=O)(=O)Nc2cccc(S(=O)(=O)NC3=NCCC3)c2)cc1 | -3 | 1 | -2 | -0.6 | 0.2 | -1 | -1.6 | 2.0 | 13
COC(=O)c1ccc(Cn2nc(-c3cc(C)ccc3C)ccc2=O)cc1 | -11 | 5 | 6 | 0.0 | 0.9 | 1 | -1.4 | 4.0 | 3
COCCNC(=O)c1sc2ncn(CC(=O)Nc3ccc(C)c(Cl)c3)c(=O)c2c1C | -6 | 12 | 5 | 0.2 | -2.0 | 4 | -2.2 | x | 9
COc1ccc(-c2noc(CN3CCCCC3c3nccn3C)n2)cc1 (configuration not stated) | 0 | 4 | 0 | 0.1 | 0.2 | -1 | -2.2 | 0.6 | 7
CC(C)(C)OC(=O)N1CCC(c2cc(=O)n3[nH]cc(C(=O)NC4CCCC4)c3n2)CC1 | -5 | 22 | 16 | 0.0 | -0.3 | 20 | -0.4 | 2.2 | 16
CSCCC(C(=O)OCC(=O)c1ccc(C)c(C)c1)N1C(=O)c2cc(Cl)c(Cl)cc2C1=O (configuration not stated) | -12 | 16 | 3 | -0.7 | -0.5 | -1 | -1.8 | -1.2 | 13
O=C(CC1CC2CCC1C2)NCCc1ccc(Cl)cc1 (configuration not stated) | -4 | -9 | 7 | -0.1 | -1.4 | 2 | -4.7 | -1.0 | -3
NC(=O)COC(=O)[C@H](Cc1c[nH]c2ccccc12)NC(=O)c1ccc(F)cc1 | -13 | 1 | 3 | -0.6 | 0.7 | 1 | -2.0 | 1.4 | 5
COc1cccc(NC(=O)NC2(C(F)(F)F)Oc3ccccc3O2)c1 | 15 | 7 | 2 | 1.7 | 0.8 | -3 | -2.8 | -0.4 | 3
O=C(CCNS(=O)(=O)c1ccc2nsnc2c1)N1CCN(c2ccncc2)CC1 | 2 | -8 | -34 | 0.1 | 2.4 | 4 | 0.9 | -7.4 | 17

Brought forward from above: 6 compounds, then new ones.
SMILES | BoNT F protease | CCHFV vOTU inh | PrPC TRFRET | BoNT A protease | UGM FP inh | FBA Mtb inh | FadD28 binding | Mtb BioA inh | GDH-TPI counter
CC(C)(C)OC(=O)N1CCC(c2cc(=O)n3[nH]cc(C(=O)NC4CCCC4)c3n2)CC1 | -5 | 22 | 16 | 0.0 | -0.3 | 20 | -0.4 | 2.2 | 16
CSCCC(C(=O)OCC(=O)c1ccc(C)c(C)c1)N1C(=O)c2cc(Cl)c(Cl)cc2C1=O (configuration not stated) | -12 | 16 | 3 | -0.7 | -0.5 | -1 | -1.8 | -1.2 | 13
O=C(CC1CC2CCC1C2)NCCc1ccc(Cl)cc1 (configuration not stated) | -4 | -9 | 7 | -0.1 | -1.4 | 2 | -4.7 | -1.0 | -3
NC(=O)COC(=O)[C@H](Cc1c[nH]c2ccccc12)NC(=O)c1ccc(F)cc1 | -13 | 1 | 3 | -0.6 | 0.7 | 1 | -2.0 | 1.4 | 5
COc1cccc(NC(=O)NC2(C(F)(F)F)Oc3ccccc3O2)c1 | 15 | 7 | 2 | 1.7 | 0.8 | -3 | -2.8 | -0.4 | 3
O=C(CCNS(=O)(=O)c1ccc2nsnc2c1)N1CCN(c2ccncc2)CC1 | 2 | -8 | -34 | 0.1 | 2.4 | 4 | 0.9 | -7.4 | 17
CCn1c(CSc2nc(C)cs2)nc2cc(S(=O)(=O)N(C)C)ccc21 | 3 | -10 | 1 | 1.2 | -1.5 | 0 | -2.5 | 10 | 3
Cc1ccccc1N=C1Nc2ccccc2CS1 | 5 | 14 | 23 | 0.2 | 0.7 | 1 | -2.3 | -0.8 | 5
Cn1c(=O)n(Cc2ccccc2F)c2ccccc21 | -6 | -5 | -7 | -0.4 | 1.7 | 1 | -0.7 | -0.5 | -9
Cc1cc(NC(=O)CSc2nc3ccsc3c(=O)n2NC(=O)c2ccccc2)no1 | 3 | 12 | 3 | 0.1 | 2.1 | -3 | -4.1 | -2.5 | 8
O=C(Nc1nccs1)c1nc(-c2ccccc2)n(-c2ccccc2)n1 | 13 | 4 | 0 | 1.0 | 2.2 | -2 | 0.1 | 0.3 | 11
CC(=O)N1c2c(cc(Br)cc2S(=O)(=O)N2CCN(C(=O)c3ccco3)CC2)CC1C (configuration not stated) | 4 | -5 | 17 | -0.1 | -1.2 | 4 | 4.0 | 3.0 | -6
O=S(=O)(NCc1ccccc1)c1cnc[nH]1 | 0 | 9 | 1 | 0.1 | 2.9 | 9 | -1.3 | -0.1 | -8
C=CCn1c(SCc2c(Cl)cccc2Cl)nnc1-c1cccnc1 | 0 | 16 | 1 | 0.4 | -1.5 | 1 | -19 | 4.6 | 10
O=C(N/N=C/c1cc(Br)ccc1O)c1ccncc1 | -13 | 7 | 9 | -0.4 | -4.2 | 0 | -8.0 | -1.6 | 11
Clc1ccc(Sc2oc(/C=N/n3cnnc3)cc2Br)cc1 | 3 | 0 | 0 | 1.6 | 1.0 | -1 | -5.4 | -1.2 | -8
Cc1ccc(C2CC(C(F)F)n3ncc(C(=O)Nc4c(C)nn(Cc5c(F)cccc5Cl)c4C)c3N2)cc1 (configuration not stated) | -14 | 5 | -3 | -1.5 | -0.7 | -2 | -1.4 | x | -2
CC(C)CCNC(=O)COC(=O)/C=C/c1ccc2ccccc2n1 | -3 | 17 | 1 | -0.1 | 0.4 | 9 | 1.7 | 1.2 | 11
O=C(O)Cc1sc(NCCc2ccccc2)nc1-c1ccc(F)cc1 | 4 | 15 | -8 | -2.1 | -0.4 | 0 | -1.4 | 0.2 | -4
CC(C)CC(=O)c1c[nH]c(C(=O)O)c1 | 5 | 5 | -2 | -0.2 | 0.2 | -1 | -2.1 | x | -8
CCC(C)c1ccc(C(CC)NC(=O)C2CCCO2)cc1 (configuration not stated) | x | -4 | 8 | x | -1.9 | 3 | -0.6 | 1.8 | 3
Cc1nc(Nc2ccccc2C(F)(F)F)sc1C(=O)N(C)C | -11 | 2 | -2 | -1.2 | -1.5 | -4 | -1.0 | 1.6 | 2
COc1ccc(OC)c(NC(=O)COC(=O)C2CCCCC2)c1 | 3 | 0 | -2 | -0.2 | -6.3 | 5 | -0.8 | 2.5 | 7

Bioassay records: PubChem, several laboratories
